From PubChem
DT40 TDP1 CPT = qHTS for Inhibitors of human tyrosyl-DNA phosphodiesterase 1 (TDP1): qHTS in cells in presence of CPT; chicken DT40 Tdp1-/-;hTDP1 cells + 20 nM CPT, ATP luminescence, 48 h; Potency, µM (highest dose often 46.2 µM), for inactives: at the top dose activity change, negative = growth inhibition, most hits filed as inhibitors; actives 12% (n = 420,000); AID 686979, 2013; further: nearly all actives have a fitted effect of over 55% in size
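Chicken DT40 Tdp1-/- cells stably complemented with human TDP1 were seeded at 400 cells/well in medium containing 20 nM camptothecin, exposed to pin-transferred compounds, and grown at 37 °C for at least 48 hr. Viability was read as ATP luminescence.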
GCN5L2 inh = qHTS Assay for Inhibitors of GCN5L2; Histone acetyltransferase KAT2A (Homo sapiens), Q92830; GCN5L2 HAT assay, ThioGlo1 CoA-SH fluorescence; Potency, µM (highest dose often 58.9 µM), inactives show at the highest dose activity change, negative = inhibition, actives largely listed as inhibitors; actives 0.21% (n = 390,000); AID 504327, 2011
Target sequence (Q92830 whole entry, looked up): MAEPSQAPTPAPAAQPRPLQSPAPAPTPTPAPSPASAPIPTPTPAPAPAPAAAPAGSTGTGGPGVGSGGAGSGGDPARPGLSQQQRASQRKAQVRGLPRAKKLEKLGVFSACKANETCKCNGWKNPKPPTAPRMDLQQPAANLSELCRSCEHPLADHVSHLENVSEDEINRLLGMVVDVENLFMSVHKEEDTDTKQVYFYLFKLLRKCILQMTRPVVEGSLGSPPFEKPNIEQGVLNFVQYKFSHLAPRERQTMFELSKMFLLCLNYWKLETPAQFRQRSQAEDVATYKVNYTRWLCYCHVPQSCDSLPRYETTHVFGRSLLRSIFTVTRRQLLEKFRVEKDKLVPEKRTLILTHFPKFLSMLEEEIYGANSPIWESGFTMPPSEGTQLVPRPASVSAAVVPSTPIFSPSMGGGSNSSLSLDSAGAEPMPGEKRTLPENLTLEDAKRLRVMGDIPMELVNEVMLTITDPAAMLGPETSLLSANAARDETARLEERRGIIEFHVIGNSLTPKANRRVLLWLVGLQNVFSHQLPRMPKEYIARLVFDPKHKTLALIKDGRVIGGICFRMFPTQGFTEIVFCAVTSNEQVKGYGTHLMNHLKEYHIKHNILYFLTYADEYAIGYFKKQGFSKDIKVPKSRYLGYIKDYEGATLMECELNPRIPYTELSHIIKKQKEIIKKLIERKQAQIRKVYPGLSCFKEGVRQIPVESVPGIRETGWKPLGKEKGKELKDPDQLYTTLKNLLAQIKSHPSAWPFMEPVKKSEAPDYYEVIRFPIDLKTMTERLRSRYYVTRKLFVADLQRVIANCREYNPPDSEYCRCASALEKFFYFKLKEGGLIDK
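qHTS, 1536-well. 20nM enzyme, pH 7.5 HEPES/EDTA/Tween-20 buffer; 15 min compound preinc., RT. Start: 75uM H3(1-25), 70uM AcCoA, 50uM ThioGlo1. Read Ex340/Em540 at t=0 (autofluorescence flag) and t=20 min.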
FEN1 inhibitor = qHTS Assay for the Inhibitors of Human Flap endonuclease 1 (FEN1) | AID 588795, 2011 | Recombinant FEN1 flap cleavage, fluorescence, 15 min | Potency, µM (titrated, usually from 114 µM), for the others: top-dose activity change, negative = inhibition, hits mostly inhibitors | actives 0.35% (n = 390,000) | P39748; further: nearly all actives have a fitted effect of over 65% in size
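FEN1 at 10 nM, compound pretreatment for 15 min (room temperature), 50 nM final substrate to initiate; endpoint reads at 0 and 15 min; DMSO-only plates used as vehicle background.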
* = called active by the depositor; ? = inconclusive; / = not tested or not shown; & = joins results of further samples; [ ] = another dose, or the depositor's remark. The call rests on the fitted dose curve; in most records, active means well fitted curve in the direction sought with a large enough effect; inconclusive means small, poorly fitted or top-dose-only effect, or another doubt; inactive means no such curve, though single readings can be large; an effect the other way counts as inactive or inconclusive. On the % scale 0 is the no-effect control and ±100 the full control effect; potency means the concentration at half of the fitted maximal effect. These rows are one share of the data; rates above refer to the full screens.

cpd | SMILES | DT40 TDP1 CPT | GCN5L2 inh | FEN1 inhibitor
1 | O=C(COC(=O)c1cn(-c2ccccc2)nc1-c1ccccc1)c1cccc([N+](=O)[O-])c1 | 0.3% | -3.8% | 2.1%
2 | COc1ccc(C(=O)NC2CCCc3ccccc32)c(OC)c1OC (stereo unspecified) | 18.4µM* | -4.1% | 2.1%
3 | O=C1NCCCCC1NS(=O)(=O)c1cccc2ccccc12 (stereo unspecified) | -2.5% | -6.1% | 18.9%
4 | CC(C)(C)c1nc2c(C#N)c(-c3ccc(Cl)cc3)ccn2n1 | 35.5µM* | -5.5% | -18.3%
5 | CC1CCN(CC(=O)N2CCc3ccccc32)CC1 | -18.1% | -3.6% | 18.2%
6 | Cc1ccc(C)c(S(=O)(=O)N2CCCC2CNC(=O)C(=O)NCc2ccccc2C)c1 (stereo unspecified) | ? | 4.1% | -9.5%
7 | CCCC/C(O)=C1\C(=O)CC(C)(C)CC1=Nc1ccccc1OC | ? | 0.3% | -3.9%
8 | COCCNc1cc(C)nc2c(-c3ccccc3OC)c(C)nn12 | -3.9% | -1.5% | -4.8%
9 | CCOC(=O)Cc1cc(=O)[nH]c(=O)[nH]1 | -6.3% | -4.7% | -1.6%
10 | O=C(C[C@H]1C/C=C\CC[C@H](Cc2ccc(F)cc2)C(=O)O[C@H](c2ccccc2)CNC1=O)N[C@H](CO)Cc1ccccc1 | 13µM* | -8.3% | -11.5%
11 | CCOc1ccc(NC(=O)C(=O)NCCN2CCN(S(=O)(=O)c3ccc(C)cc3)CC2)cc1 | ? | -0.6% | -5.4%
12 | Cc1c(C(=O)N2CCc3ccccc32)oc2c1C(=O)CC(C)(C)C2 | -17.1% | -0.2% | -13.2%
13 | CC1(C)N=C(SCc2ccc(F)cc2)c2ccccc2N1 | ? | 31.6%[activator] | -23.0%
14 | COc1ccc(CCNC(=O)CN(c2cccc([N+](=O)[O-])c2)S(C)(=O)=O)cc1OC | 6.1% | 0.3% | -9.8%
15 | COc1cccc(CCNC(=O)Cn2c(-c3cccs3)cc3ccccc32)c1 | 20.6µM* | -0.6% | ?
16 | CCOC(=O)N1CCN(C(=O)CCSc2ccc(C)cc2)CC1 | 23.1µM* | -1.2% | 3.1%
17 | Cc1ccc(Nc2nc3c(c(=O)[nH]c(=O)n3C)n2Cc2ccc(F)cc2)cc1 | -15.2% | 2.2% | -4.8%
18 | O=C(CNc1ccccc1)NNC1=NCCC1 | -5.5% | -1.6% | -10.8%
19 | Cc1[nH]n(-c2ccc([N+](=O)[O-])cc2)c(=O)c1C=NCCc1c[nH]c2ccccc12 | 11.6µM* | 55.6%[activator] | 2.3%
20 | COc1ccc(-c2cc3c(=O)n(CC(=O)NCCCc4ccccc4)ncn3n2)cc1 | -18.6% | 1.8% | -1.7%
21 | CN1CCN(C(=O)C2=C[C@@H](c3coc4ccccc4c3=O)C[C@@H](OCCCCO)O2)CC1 | 1.4% | -7.1% | 17.5%
22 | O=C(Nc1ccc(Cl)c(S(=O)(=O)N2CCOCC2)c1)c1ccc(Cl)nc1 | ? | 2.6% | -2.2%
23 | O=C(NCc1ccco1)c1sc2cc(Cl)ccc2c1Cl | 0.7% | -1.8% | -19.1%
24 | CC(C)CC(=O)c1c[nH]c(C(=O)NCCc2ccccn2)c1 | -5.2% | 3.3% | -7.9%
25 | COC(=O)c1ccc(C(=O)NC2CCCN(Cc3ccc(Cl)cc3)C2)nc1 (stereo unspecified) | ? | 2.4% | -5.2%

Look-ups from the list.
Value of entry 13 in GCN5L2 inh: 31.6%[activator]
Value of entry 19 in DT40 TDP1 CPT: 11.6µM*
Value of entry 10 in DT40 TDP1 CPT: 13µM*

New compounds follow:
cpd | SMILES | DT40 TDP1 CPT | GCN5L2 inh | FEN1 inhibitor
26 | Cc1cc(C)cc(N2C(=O)CS(=O)(=O)C23C(=O)N(Cc2ccccc2)c2ccccc23)c1 (stereo unspecified) | -22.0% | -19.4% | 16.8%
27 | O=C(c1ccc2n[nH]nc2c1)N1CCN(c2ccc(C(F)(F)F)cn2)CC1 | 16.4µM* | 2.6% | 0.7%
28 | O=C(CSc1ccccc1)NC1CCCCCC1 | 3.7% | -3.2% | 20.9%
29 | O=C(CCNc1cccc(Cl)c1)c1cccs1 | 10.3µM* | -12.3% | 7.5%
30 | CC1CC(CN)CC(CO)C1 (stereo unspecified) | -8.2% | -15.1% | 4.5%
31 | COc1ccc(CN(C)CC(=O)Nc2ccc(Cl)cc2F)c(OC)c1 | ? | -0.3% | -26.9%
32 | C1CCCC(N2CCNCC2)CC1 | 0.1% | -2.6% | 8.4%
33 | COc1ccc(NC(=O)COC(=O)c2ccc(N3CCCC3=O)cc2)cc1 | 4.3% | 2.1% | -5.1%
34 | CCCCP(=O)(CCCC)c1ccccc1C(=O)O | -2.8% | -5.1% | -6.7%
35 | COc1ccc(CC(=O)OCC(=O)Nc2cccnc2Cl)cc1OC | -6.1% | -2.1% | 5.2%
36 | COc1ccccc1-c1coc2c(CN3CCN(C)CC3)c(O)ccc2c1=O | -4.2% | -18.4% | 8.0%
37 | COC(=O)c1ccc(S(=O)(=O)c2ccc(Cl)cc2)c(N)c1 | ? | -3.7% | 5.0%
38 | COc1cccc(Cn2c(=O)n(CC3CCC(C(=O)N4CCCCC4)CC3)c(=O)c3sccc32)c1 (stereo unspecified) | ? | -13.8% | ?
39 | Cc1ccccc1NC(=O)N1CCC(C(=O)c2ccc(F)cc2)CC1 | -5.5% | -3.4% | 39.5%[activator]
40 | Cc1ccc(C(=O)CSc2nc3cc(C(=O)NC4CCCC4)ccc3c(=O)n2CC2CCCO2)cc1 (stereo unspecified) | -6.5% | -2.9% | -0.9%
41 | O=C(Nc1ncccc1O)c1ccc2c(c1)OCO2 | ? | 1.7% | 24.8%
42 | CC(C)(C)NC(=O)Cn1cc(S(=O)(=O)Cc2ccc(F)cc2)c2ccccc21 | -20.6% | -4.9% | 1.5%
43 | Cc1nn(-c2ccccc2)c(OC(=O)c2cccc(Br)c2)c1S(=O)(=O)c1ccccc1 | -0.4% | 1.7% | -5.2%
44 | Cc1ccc(S(=O)(=O)N(C)CCCC(=O)n2nc(C)cc2C)cc1 | 1.6% | -4.7% | 5.1%
45 | Cc1ccc([C@@H]2[C@@H]3C(=O)N(c4ccccc4)C(=O)[C@@H]3[C@]3(C)C(=O)N(Cc4ccccn4)CC(=O)N23)o1 | -15.4% | -5.1% | -14.1%
46 | COCCNC(=O)C(c1ccco1)N(C(=O)Cn1nnc2ccccc21)c1cc(C)ccc1C (stereo unspecified) | ? | 0.3% | -2.4%
47 | COC(=O)c1ccccc1S(=O)(=O)NC(=O)c1ccccc1 | -22.9% | -7.7% | 2.8%
48 | CC1CCC2(CC1)N=C(c1ccccc1)C(=O)N2CC(=O)Nc1ccc(F)c(Cl)c1 (stereo unspecified) | ? | -14.1% | ?
49 | O=C(CSc1nnnn1-c1ccccc1)Nc1nc(-c2ccccc2)ns1 | 8.0% | -4.0% | -4.6%
50 | CCc1ccc(NC(=O)CSc2nc3nc(C)cc(C)n3n2)cc1 | ? | -5.7%&1.1% | 16.7%&-11.3%

Quoted at random: 4 records from the list.
cpd | SMILES | DT40 TDP1 CPT | GCN5L2 inh | FEN1 inhibitor
29 | O=C(CCNc1cccc(Cl)c1)c1cccs1 | 10.3µM* | -12.3% | 7.5%
47 | COC(=O)c1ccccc1S(=O)(=O)NC(=O)c1ccccc1 | -22.9% | -7.7% | 2.8%
34 | CCCCP(=O)(CCCC)c1ccccc1C(=O)O | -2.8% | -5.1% | -6.7%
45 | Cc1ccc([C@@H]2[C@@H]3C(=O)N(c4ccccc4)C(=O)[C@@H]3[C@]3(C)C(=O)N(Cc4ccccn4)CC(=O)N23)o1 | -15.4% | -5.1% | -14.1%

The listing picks up with the 6 entries that preceded the break.
cpd | SMILES | DT40 TDP1 CPT | GCN5L2 inh | FEN1 inhibitor
45 | Cc1ccc([C@@H]2[C@@H]3C(=O)N(c4ccccc4)C(=O)[C@@H]3[C@]3(C)C(=O)N(Cc4ccccn4)CC(=O)N23)o1 | -15.4% | -5.1% | -14.1%
46 | COCCNC(=O)C(c1ccco1)N(C(=O)Cn1nnc2ccccc21)c1cc(C)ccc1C (stereo unspecified) | ? | 0.3% | -2.4%
47 | COC(=O)c1ccccc1S(=O)(=O)NC(=O)c1ccccc1 | -22.9% | -7.7% | 2.8%
48 | CC1CCC2(CC1)N=C(c1ccccc1)C(=O)N2CC(=O)Nc1ccc(F)c(Cl)c1 (stereo unspecified) | ? | -14.1% | ?
49 | O=C(CSc1nnnn1-c1ccccc1)Nc1nc(-c2ccccc2)ns1 | 8.0% | -4.0% | -4.6%
50 | CCc1ccc(NC(=O)CSc2nc3nc(C)cc(C)n3n2)cc1 | ? | -5.7%&1.1% | 16.7%&-11.3%
51 | COc1cccc2sc(N(Cc3cccnc3)C(=O)c3ccc4c(c3)OCCO4)nc12 | ? | -9.9% | 3.7%
52 | O=C1C(Cl)=C(N2CCN(Cc3ccccc3)CC2)C(=O)N1c1ccccc1 | -25.6% | -0.9% | -0.8%
53 | CC(=O)c1cccc(NS(=O)(=O)c2ccc(C(=O)Nc3ccccc3)cc2)c1 | 18.4µM* | -19.2% | 3.0%
54 | O=C(O)c1cccc(-n2nc(-c3ccc(Cl)c([N+](=O)[O-])c3)c3ccccc3c2=O)c1 | ? | -2.6% | -13.1%
55 | COCCNC(=O)C(c1ccc(Cl)cc1)N(C(=O)CCC(=O)Nc1ccccn1)C1CCCC1 (stereo unspecified) | -6.1% | -1.8% | -3.1%
56 | CCOc1ccc(/C=N/NC(=O)CSc2n[nH]c(=O)[nH]c2=O)cc1OC | -3.5% | 2.7% | 8.2%
57 | CC(Cc1cccs1)NC(=O)CCCn1nnnc1CN1CCOCC1 (stereo unspecified) | 6.8% | -4.1% | 15.5%
58 | COc1ccc(-n2ncc3c(N4CCN(c5cccc(C)c5C)CC4)ncnc32)cc1 | -20.0% | -0.9% | 0.8%
59 | Cc1ccc(N2CCN(c3nc4ccc(C)cc4n4nnnc34)CC2)c(C)c1 | -26.6% | -3.3% | -2.8%
60 | N#Cc1cccc(NC(=O)N2CCC3(CC2)CCN(C(=O)c2csnn2)CC3)c1 | 0.0% | -13.3% | /
61 | CCCOc1cccc(C2/C(=C(/O)c3ccccc3)C(=O)C(=O)N2CCN(C)C)c1 (stereo unspecified) | 20.9% | 3.3% | 8.1%
62 | CN1CCN(Cc2nc(N)nc(Nc3ccc4c(c3)OCCO4)n2)CC1 | -3.4% | -11.7% | -2.4%
63 | Cc1onc(-c2ccccc2)c1C(=O)N=C(N)c1ccc(Cl)cc1 | 0.6% | 1.0% | 0.0%
64 | O=C1CSC(c2cccc(F)c2)N1c1ccccc1 (stereo unspecified) | -6.8% | -6.0% | 7.2%
65 | C#CCC(NC(=O)c1ccc(C(F)(F)F)cc1)C(=O)NCCC (stereo unspecified) | -11.3% | -2.4% | 16.8%
66 | CC1CCc2onc(C(=O)N3CCN(c4ccc(Cl)cc4)CC3)c2C1 (stereo unspecified) | ? | 7.9% | 8.8%
67 | CCc1ccc(NC(=O)Cn2ncc3c4ccccc4n(C)c3c2=O)cc1 | ? | 1.3%&-5.4% | -1.2%&-2.7%
68 | CCn1ccc2cc(S(=O)(=O)N3CCC(C(=O)NCCc4ccccc4Cl)CC3)ccc21 | ? | 2.9% | 2.2%
69 | COc1ccc(OC)c(NC(=O)CN(C)CCOc2ccc(Br)cc2)c1 | ? | -14.3% | -13.8%
70 | COc1ccc(C2=NCCn3nc4ccccc4c32)cc1 | -16.0% | -9.6% | 6.0%
71 | CCOC(=O)c1ccc(NC(=O)c2nc(SC(C)C)ncc2Cl)cc1 | 16.4µM* | -12.8% | -1.2%
72 | COc1ccc(N(C(=O)Cc2cccs2)C(C(=O)NC2CCCCC2)c2cccn2C)cc1OC (stereo unspecified) | -1.0% | 5.0% | 2.0%
73 | CSCCC(NC(=O)c1ccccc1Cl)C(=O)NC1CCN(Cc2ccccc2)CC1 (stereo unspecified) | -10.3% | -7.1% | -5.6%
74 | COc1ccc(S(=O)(=O)NCC2CCC(C(=O)N3CCC4(CC3)OCCO4)CC2)cc1 (stereo unspecified) | 2.1% | -2.7% | 2.0%
75 | O=C(O)C(Cc1ccc(OS(=O)(=O)Cc2ccccc2)cc1)NS(=O)(=O)Cc1ccccc1 (stereo unspecified) | 17.1% | / | 11.6%
